# RmlC RmlD mix: mixture blocks RmlC and RmlD coupled enzyme activity. RmlC/RmlD coupled enzyme inhibition, 384-well mixture HTS. inhibition, % at 5.5 µM. 110,000 compounds, 0.39% hits. AID 1532; in the data active means inhibition above about 30%, passing the limit was not always enough; further: strong numbers were not always called active
# RT RNaseH block: inhibitors of HIV-1 reverse transcriptase RNase H | P04585 | RT-RNase H RNA/DNA duplex cleavage, fluorescence | inhibition, % at 10 µM | 65,000 compounds, 1.9% hits | AID 565; in the data active means inhibition above about 50%
# The depositor's hits bear a star; nt = no result given. Not all compounds are listed, so the mix of outcomes need not match the whole.
# Values run as follows: RmlC RmlD mix, RT RNaseH block
> O=C(O)CCC(=O)CCC(=O)c1ccc(Cl)cc1
    11, 17
> COc1ccc(S(=O)(=O)N(CCc2ccccc2)CC(=O)O)cc1C
    5, nt
> c1ccc2c(c1)ncn2CCN1CCCCC1
    -12, nt
> Cc1ccc(NC(=O)NCCc2ccc(S(N)(=O)=O)cc2)cc1
    13, -3
> COc1cccc(NC(=O)C2CCCN(S(=O)(=O)c3cccc4cccnc34)C2)c1 (stereo not given)
    -6, -58
> CCCCNC(=O)CCCn1c(=O)[nH]c2ccc(Br)cc2c1=O
    -5, -10
> O=C(O)CCNS(=O)(=O)c1ccc2c(c1)Cc1ccccc1-2
    14, -4
> COc1cccc(-n2c(C)nnc2SCC(=O)Nc2ccccc2N2CCOCC2)c1
    2, -6
> CCCC(=O)NC(C)c1nc(-c2ccc(C)cc2)no1 (stereo not given)
    8, nt
> COc1ccc(CCNC(=O)CCCn2c(SCC#N)nc3ccccc3c2=O)cc1OC
    15, -14
> Nc1nc2c(ncn2CCC(CO)CO)c(=O)[nH]1
    -5, nt
> C/C(=N/N1CCN(c2ccccn2)CC1)c1ccc([N+](=O)[O-])cc1
    8, nt
> O=C(Nc1ccc(F)cc1F)c1cccnc1
    -11, -6
> CCCCNC(=O)CSc1nc2ccccc2c(=O)n1CCNC(C)=O
    -3, nt
> C1CCCC(N2CCNCC2)CC1
    4, nt
> COc1ccc(C(=O)N2CCC(n3c(C)nc4cc(F)ccc43)CC2)cc1OC
    11, -4
> O=C(CNC(=O)c1cc2ccccc2o1)NCc1cccs1
    6, -11
> CCOc1ccc(OCC)c(-c2c(=O)n(OCc3ccccc3C(=O)OC)c3ccccc3[n+]2[O-])c1
    12, nt
> Cc1cc(NC(=O)CN2CCN(c3ncccn3)CC2)no1
    9, -4
> Cc1ccc(C(=O)NC2CC(C)(C)NC(C)(C)C2)c(C)c1
    -3, 9
> Cc1cc(/C=c2/sc3nc4ccccc4n3c2=O)c(C)n1-c1ccccn1
    -9, 3
> CCn1cc(C(=O)Nc2ccc(-n3cnnn3)c(OC)c2)c(=O)c2ccc(C)nc21
    -2, 2
> CCOC(=O)c1ccc2c(c1)nc(SCC(=O)c1cc3ccccc3o1)n2CC
    -13, nt
> O=C(NC1CCN(C(=O)N2c3ccccc3Sc3ccccc32)CC1)c1ccco1
    -1, -36
> OCCNc1nc(Nc2ccccc2O)nc(N2CCCC2)n1
    -8, nt
> CS(=O)(=O)N(CCc1ccccc1)CC(=O)N1CCN(Cc2ccc3c(c2)OCO3)CC1
    3, -1
> O=P(CCCCCCCCCP(=O)(c1ccccc1)c1ccccc1)(c1ccccc1)c1ccccc1
    1, nt
> C=CCn1c(N)cc(=O)nc1SCC(=O)Nc1ccccc1
    6, -3
> OCCCn1c(CCNc2nc(-c3ccc(F)cc3)cs2)nc2cc(C(F)(F)F)ccc21
    7, nt
> Cc1ccc(C(O)c2nc3ccccc3n2C(C)C)cc1 (stereo not given)
    nt, -1
> Cc1ccc(C(=O)N(NC2=NS(=O)(=O)c3ccccc32)S(=O)(=O)c2ccc(C)cc2)cc1
    -9, nt
> O=C(NCc1cccnc1)c1noc2c1CCCCC2
    6, -5
> COCCNS(=O)(=O)c1ccc(-c2ccc(C)cc2)cc1
    -27, nt
> Cc1cc(=O)c2c(C)nn(-c3ccccc3)c2[nH]1
    -13, 7
> Cc1ccccc1C(=O)NC(=S)Nc1sc2c(c1C#N)CCCC2
    18, nt
> COc1cc2ncnc(NCc3ccccc3C)c2cc1OC
    1, nt
> O=C1CC(c2ccc(F)c(Br)c2)C2=C(CCCC2=O)N1 (stereo not given)
    16, -27
> COc1ccc(CNC(=O)c2ccc(=O)oc2)cc1OC
    -4, -1
> Clc1cnc(Oc2ccc(Oc3ncc(Cl)cc3Cl)cc2)c(Cl)c1
    -8, nt
> Cc1ccc(S(=O)(=O)NCCCCCC(=O)NC(C)(C)CO)cc1
    10, -13
> CCOC(=O)c1sc(Nc2nc3c(OC)cccc3s2)nc1C
    79*, 13
> Cc1ccc(C(=O)N2c3ccccc3N(Cc3ccccc3)C(=O)C2(C)C)cc1
    -41, nt
> O=c1c2sc(-c3ccccc3)cc2nc2n1CCC2
    -10, nt
> Cc1nn(-c2ccc(F)cc2)c2sc(C(=O)N3CCCCCC3)cc12
    nt, -1
> CCOC(=O)c1ccccc1Nc1cc(C)nc2nc(C)nn12
    -34, -7
> CC(=O)c1ccc(OCCCC(=O)NC2=NCCS2)cc1
    11, nt
> O=C(COc1ccc2ccccc2c1)N1CCN(C2CCN(Cc3ccccc3)CC2)CC1
    5, -2
> CCCn1c(SCC(=O)Nc2nc3c(s2)CCCC3)nc2c1c(=O)n(C)c(=O)n2C
    -6, 0
> Cc1cc(NC(=O)CSc2nnc(-c3ccc(Br)o3)n2Cc2ccccc2)no1
    8, nt
> O=C(CC12CC3CC(CC(C3)C1)C2)NCC(=O)N1CCc2ccccc2C1
    8, nt
> Clc1cccc(-c2ccc(/C=N/n3cnnc3)o2)c1Cl
    9, nt
> C#CCOCCOCCOCCNc1nc(N2CCN(C(=O)[C@H]([C@@H](C)CC)n3cc([C@@H](N)CC(C)C)nn3)CC2)nc(N2CCN(C(=O)[C@H](Cc3ccc(O)cc3)n3cc([C@@H](N)C(C)CC)nn3)CC2)n1 (stereo not given in full)
    -7, nt
> Cc1ccc(C)c(C(=O)CN2C(=O)c3ccccc3S2(=O)=O)c1
    -16, nt
> COc1ccccc1CNC(=O)C(NC(=O)C1CCCCC1)C(C)C (stereo not given)
    nt, -16
> O=C(c1ccc(Cl)cc1)c1ccccc1C(=O)N1CCOCC1
    -4, 3
> CCN(CC)CCn1c(NC(=O)c2ccc(Cl)cc2)nc2ccccc21
    -18, nt
> Cc1ccc(Nc2nc3c(c(=O)[nH]2)CCCC3)cc1
    16, nt
> CN1OCC2Cn3c(nc4ccccc43)C21 (stereo not given)
    7, nt
> COc1cccc(N2[C@@H](CC(=O)O)c3cc(C(F)(F)F)ccc3S2(=O)=O)c1
    -10, nt
> COCOc1ccc(-c2cc(=O)c3c(O)cc(OCOC)cc3o2)cc1
    6, nt

# Other entries follow:
# Values run as follows: RmlC RmlD mix, RT RNaseH block
> O=C1NC(c2ccncc2)Nc2sc3c(c21)CCCC3 (stereo not given)
    2, 13
> CCOC(=O)Cc1cc(=O)n2[nH]c(C)cc2n1
    -2, -13
> CCSc1nc(O)c(CC)c(=O)n1C(C)CC (stereo not given)
    -4, -2
> Oc1ccc(/C=N/Nc2nccnc2Cl)cc1
    -2, nt
> O=c1c2ccccc2nc(-c2cccs2)n1-c1cnccn1
    3, -5
> O=c1c2ccccc2c2ccccc2c(=O)n1Cc1cccnc1
    -16, -10
> c1ccc2c(c1)Cn1nnnc1-2
    -3, -17
> O=C(c1csc2ccccc12)N1CCCCCC1
    0, -4
> Cc1ccc(-c2cc(C(=O)N3N=C(C(F)F)CC3(O)C(F)F)c3ccccc3n2)cc1C (stereo not given)
    -24, nt
> CSc1nnc2c3c4c(sc3nc(-n3nc(C)cc3C)n12)COC(C)(C)C4
    10, 6
> COc1ccc(/C=N/S(=O)(=O)c2cccs2)cc1
    -22, nt
> COc1cccc(CNC(=O)CCNC(=O)Cn2ccc3ccccc3c2=O)c1
    -11, nt
> CC1CCN(C(=O)c2ccc3c(c2)OCCO3)CC1
    -8, 0
> COc1ccc(N2C(=O)C3ON(C4SC(=S)N(C)C4(C)C)C(c4ccc([N+](=O)[O-])cc4)C3C2=O)cc1 (stereo not given)
    -11, nt
> CCc1nc(SCC(=O)Nc2sc(C)c(C)c2C(=O)OC)c2ccccc2n1
    10, nt
> COc1ccc(CNc2cc(C)nc3ncnn23)c(OC)c1
    7, -3
> Cc1ccc(-c2cn(S(=O)(=O)c3cccc4nsnc34)nc2N)cc1
    10, -25
> CC(C)CNC(=O)[C@H](Cc1ccccc1)NC(=O)c1ccco1
    7, nt
> CC(C)C(=O)N1CCC(CN=CC2=C(O)CC(C)(C)CC2=O)CC1
    3, nt
> Cc1cc2ncn(S(=O)(=O)N(C)C)c2cc1C
    -12, nt
> Cn1c(CN2CCOCC2)nc2cc(NC(=O)c3ccc(F)cc3)ccc21
    -10, -4
> Cc1cc(-c2ccco2)n(CC(=O)O)n1
    9, 3
> Cc1ccc(C(=O)Nc2ccc(O)cc2C(=O)O)cc1C
    7, nt
> Cn1c(=O)[nH]c(=O)c2c1nc(N1CCCCCC1)n2Cc1cccc2ccccc12
    -11, 0
> CCOC(=O)N1CCN(c2nc(N(c3ccccc3)c3ccccc3)nc(-n3ccnc3)n2)CC1
    nt, -16
> NC(=O)CSc1nnc(-c2cccnc2)n1Cc1ccccc1
    -12, nt
> CCn1nc(NC(=O)c2ccncc2)c2cc3cccc(C)c3nc21
    2, -12
> CC(=O)O[C@@H]1[C@H]2[C@@H](C[C@@H](C)[C@@H]3C=CC(=O)[C@@]13C)OC(=O)[C@@H]2C
    4, nt
> Cc1cc(/C=C(/C#N)c2cccc(F)c2)c(C)n1-c1cccnc1
    -15, -43
> Cc1cc(NC(=O)CSc2nc3c(c(=O)n2-c2ccccc2)SC(C)C3)no1 (stereo not given)
    -8, -7

# By substructure, the entries above containing a CF3 group.
# Values run as follows: RmlC RmlD mix, RT RNaseH block
> OCCCn1c(CCNc2nc(-c3ccc(F)cc3)cs2)nc2cc(C(F)(F)F)ccc21
    7, nt
> COc1cccc(N2[C@@H](CC(=O)O)c3cc(C(F)(F)F)ccc3S2(=O)=O)c1
    -10, nt

# Additional results.
# Values run as follows: RmlC RmlD mix, RT RNaseH block
> Cc1ccc(S(=O)(=O)N2CCCN(S(=O)(=O)c3ccc4ccccc4c3)CC2)cc1
    4, nt
> Cc1ccc(C)c(N(C(=O)Cn2nnc(-c3cccs3)n2)C(C(=O)NC2CCCC2)c2ccncc2)c1 (stereo not given)
    7, nt
> O=C(CSc1n[nH]c(-c2ccncc2)n1)Nc1ccccn1
    -8, -9
> Nc1c(C(O)(C(F)(F)F)C(F)(F)F)cc(C(O)(C(F)(F)F)C(F)(F)F)c2ccccc12
    -8, nt
> CCOC(=O)c1[nH]c(C)c(C(=O)NCc2ccc(Cl)cc2)c1C
    9, -10
> Clc1ccc(-c2nnsc2SCc2ccccc2)cc1
    -4, nt
> Cc1ncc(S(=O)(=O)c2ccccc2)c(-c2ccccc2)n1
    -6, nt
> Cc1ccc(NC(=O)c2cc(S(=O)(=O)N3CCCCC3)ccc2N2CCOCC2)cc1F
    -11, nt
> CCN1C(=O)c2cccc3c(NC(=O)c4ccc(S(=O)(=O)N(C)C)cc4)ccc1c23
    11, -14
> C#CCOCCOCCOCCNc1nc(N2CCN(C(=O)C([C@@H](C)CC)n3cc(C(N)COC(=O)C(F)(F)F)nn3)CC2)nc(N2CCN(C(=O)[C@H](CCCCN)n3cc(C(N)[C@H](C)CC)nn3)CC2)n1 (stereo not given in full)
    -6, nt
> Cc1nc2ccccn2c1/C(O)=C1\C(=O)C(=O)N(CCN(C)C)C1c1cccnc1 (stereo not given)
    -5, 1
> C=CCn1c(NCc2c[nH]c3ccccc23)nc2ccccc21
    8, nt
> CCOc1ccc(CN(C(=O)c2oc3cc(C)ccc3c2C)C2CCS(=O)(=O)C2)cc1 (stereo not given)
    -11, nt
> CCOC(=O)/C(N=O)=C(\O)C1CCN(C(=O)OCC)CC1
    3, -28
> CC#CCN1c2ccccc2[C@]23C[C@@H](C(=O)OC)N(C(=O)c4ccco4)C2=NC(C(=O)OC)=C(C(=O)OC)[C@H]13
    -3, nt
> CC(C(=O)NC(=O)NCc1ccccc1)N1C(=O)c2ccccc2C1=O (stereo not given)
    -15, -9
> CCS(=O)(=O)C(=C1NCCO1)S(=O)(=O)CC
    -26, -11
> C=CCOn1c(C)c(C(C)=O)c2c3nonc3ccc21
    -9, nt
> COc1ccc(S(=O)(=O)N2CCN(C)CC2)cc1C
    8, -13
> CN1CC(=O)N(C)c2ncn(Cc3ccccc3)c2C1=O
    8, -2
> O=C(Cc1ccc(F)cc1)N(c1ccccc1)C1C=CS(=O)(=O)C1 (stereo not given)
    13, -13
> O=C(COc1ccccc1)Nc1ccc(S(=O)(=O)N2CCOCC2)cc1
    9, -4
> COc1cc(C(=O)NCCc2ccc3c(c2)OCCO3)ccc1OCC(=O)N1CCOCC1
    -1, -5
> Cn1cc(S(=O)(=O)Cc2ccc(F)cc2)c2ccccc21
    nt, -12
> CCC(C)n1c(-c2cccs2)nc2nc3ccccc3nc21 (stereo not given)
    1, -38
> O=C(Cn1cnc2c(cnn2-c2ccc(F)cc2)c1=O)NCCc1ccccc1
    -2, -9
> O=C(Cn1ncc2c1-c1ccccc1OC2)Nc1ccc(S(=O)(=O)N2CCCCC2)cc1
    7, -4
> O=C1CC(c2ccco2)Cc2nc(N3CCN(Cc4ccc5c(c4)OCO5)CC3)ncc21 (stereo not given)
    -2, -13
> Cc1ccnc(NC(=O)c2ccccc2[N+](=O)[O-])c1
    3, nt
> O=C(CCC(=O)c1ccc(Cl)cc1)OCC(=O)c1ccccc1
    7, nt
> O=C(CSc1nc(-c2ccco2)cc(C(F)(F)F)n1)Nc1ccc(C(=O)N2CCOCC2)cc1
    7, nt
> CSc1nsc(SCc2ccc(Cl)cc2)n1
    -12, nt
> Cc1cc(OCc2ccc(C(=O)n3cccn3)o2)ccc1Cl
    -12, nt
> COc1cccc(CN2C(=O)Nc3ccccc3C(=O)N2C(C)(C)C)c1
    -6, nt
> CCS(=O)(=O)c1nc2ccccc2n1CC(=O)N1CCOCC1
    4, -4
> COc1ccc(Cl)cc1NC(=O)C1CCCO1 (stereo not given)
    1, -29
> Cn1cc(Br)c(C(=O)N2CCN(c3cccc(Cl)c3)CC2)n1
    6, nt
> COc1ccc(N2CCN(CCCNS(=O)(=O)c3c(C)noc3/C=C/N(C)C)CC2)cc1
    15, -1

# Compound profiles (already shown).
# Cn1c(CN2CCOCC2)nc2cc(NC(=O)c3ccc(F)cc3)ccc21 is listed as RmlC RmlD mix: -10; RT RNaseH block: -4
# O=c1c2ccccc2c2ccccc2c(=O)n1Cc1cccnc1 is listed as RmlC RmlD mix: -16; RT RNaseH block: -10
